# Screening data (PubChem)
# Akt phos inh: HTS Assay for Inhibitors of Akt Phophorylation: Primary Screen. Neuro2A IGF-stimulated pAkt S473 HTRF, 20 min; active compounds read low. activity change, % for hits at 50 µM. 360,000 compounds, 0.32% hits; in the data active = activity change below about -80%; inconclusive = mostly about -51% to -80%; also: % is scaled to controls: 0 for no effect and ±100 for the full control effect
#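 Single-point screen (50 µM final compound) in Neuro2A cells stimulated 20 min with 6 nM IGF at 37 deg C. After lysis, Ser473-phosphorylated Akt read by HTRF (ex 330 nm, em 615/665 nm) as the 665/615 ratio.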
# TDP43 rescue: qHTS of TDP-43 Inhibitors | TDP-43 expressing yeast growth rescue, BacTiter-Glo, 24 h | Potency, µM (series often up to 46.1 µM), for inactives: top-dose growth rescue (activation), usual class: activators | 410,000 compounds, 1.8% hits; also: potency is read from the fitted curve at half-maximal effect; % of control where 0% means no effect; nearly all actives have a fitted effect of over 50% in size
#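 Galactose-induced TDP-43 yeast, OD600=0.02, compound pinned; 24 hr, 30 deg C; BacTiter-Glo luminescence for growth. Inhibitors of TDP-43 toxicity read as activators.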
# DRD3 antagonist: qHTS of D3 Dopamine Receptor Antagonist: qHTS | max response, negative = inhibition, % | D3R cells, DiscoveRx beta-arrestin luminescence, antagonist mode; active compounds read low | D(3) dopamine receptor (Homo sapiens), P35462 | 360,000 compounds, 2.5% hits; in the data active = max response below about -50%; inconclusive = no clear call, values can overlap the other calls; also: % is scaled to controls: 0 for no effect and ±100 for the full control effect; mostly tested at two doses, the higher about 12 µM
#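 Cells expressing the human receptor were seeded at 1500 cells/well, incubated overnight at 37 degrees C in 5% CO2, then exposed to library compounds with dopamine controls for 90 minutes at 37 degrees C before luminescent detection.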
# FUS yeast rescue: qHTS for Suppressors of FUS Proteinopathy: Primary screen using FUS-linked yeast assay; Potency, µM (top dose mostly 76.6 µM), inactives show at the highest dose growth rescue (activation), actives largely listed as activators; AID 1347120, 2019; S. cerevisiae FUS-expressing, growth rescue, OD600, 24 h; 390,000 compounds, 0.24% hits;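 also: potency is read from the fitted curve at half-maximal effect; plate controls were DMSO vehicle for no effect and reference control for full effect; nearly all actives have a fitted effect of over 55% in size; some results filed as inactive show a strong effect at the top dose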
#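 Galactose (2%) drives FUS expression in yeast precultured in raffinose; seeding density OD 0.005. Test compounds incubated 24hr at 30C and 99% humidity before absorbance at 600 nm was measured.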
# GLP1R inv ag: qHTS of GLP-1 Receptor Inverse Agonists (Inhibition Mode); AID 624417, 2012; 410,000 compounds, 1.6% hits; Potency, µM (series often up to 38.3 µM), for the others: at the top dose activity change, negative = inhibition, most hits filed as inhibitors; HEK293 GLP-1R CRE-luciferase, luminescence, 24 h; GLP-1R form is constitutively active; also: potency is read from the fitted curve at half-maximal effect; % is scaled to controls: 0 for no effect and ±100 for the full control effect; nearly all actives have a fitted effect of over 55% in size
# Target sequence (P43220 whole entry, looked up): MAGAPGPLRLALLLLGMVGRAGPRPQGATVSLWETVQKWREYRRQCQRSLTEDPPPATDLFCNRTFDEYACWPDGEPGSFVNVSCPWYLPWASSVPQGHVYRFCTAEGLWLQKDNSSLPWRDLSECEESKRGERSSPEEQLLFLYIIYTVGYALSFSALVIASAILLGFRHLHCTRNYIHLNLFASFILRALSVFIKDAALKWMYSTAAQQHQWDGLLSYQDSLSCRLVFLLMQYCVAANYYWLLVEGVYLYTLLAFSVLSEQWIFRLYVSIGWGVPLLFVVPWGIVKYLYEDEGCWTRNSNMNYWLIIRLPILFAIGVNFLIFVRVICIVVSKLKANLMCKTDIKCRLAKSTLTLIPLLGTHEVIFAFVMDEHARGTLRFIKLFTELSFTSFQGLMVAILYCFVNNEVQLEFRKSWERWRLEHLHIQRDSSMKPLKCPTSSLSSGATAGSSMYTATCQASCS
#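 Luminescence readout: a drop in cAMP-driven luciferase signal flags inverse agonism at a constitutively active GLP-1R stably expressed in HEK293. Compound exposure lasted 24 hr at 37 deg C, 5% CO2.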
# aSyn rescue: qHTS of alpha-syn Inhibitors; Yeast expressing alpha-synuclein, growth rescue, BacTiter-Glo, 24 h; Potency, µM (doses to about 46.1 µM), for the others: top-dose growth rescue (activation), most hits filed as activators; 370,000 compounds, 0.14% hits; also: potency is read from the fitted curve at half-maximal effect; % of control where 0% means no effect; nearly all actives have a fitted effect of over 65% in size
#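 Readout is rescue of growth in alpha-synuclein-expressing yeast, so inhibitors of toxicity appear as activators. Growth after 24 hr at 30 deg C in galactose medium is quantified by luminescence.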
# GLP1R ag: qHTS of GLP-1 Receptor Agonists. HEK293 GLP-1R CRE-luciferase, luminescence, 4-6 h; cells express a hypersensitive GLP-1R form. Potency, µM (series often up to 45.6 µM), for the others: at the highest dose activation, most hits filed as activators. AID 624172, 2012. 380,000 compounds, 0.007% hits; also: potency is read from the fitted curve at half-maximal effect; % of control where 0% means no effect
# PTHR1 ag: qHTS for PTHR1 Agonists: Primary Screen. Parathyroid hormone/parathyroid hormone-related peptide receptor (Homo sapiens), Q03431. HEK293 GP2 PTHR1 cells, GloSensor cAMP luminescence, 1 h. Potency, µM (top dose mostly 115 µM), without a hit: top-dose activation, actives largely listed as activators. 410,000 compounds, 0.075% hits. AID 743266, 2014; also: potency is read from the fitted curve at half-maximal effect; nearly all actives have a fitted effect of over 55% in size; some results filed as inactive show a strong effect at the top dose; inactives centre near -15; many of its hits are not listed in these tables
# Target sequence (Q03431 whole entry, looked up): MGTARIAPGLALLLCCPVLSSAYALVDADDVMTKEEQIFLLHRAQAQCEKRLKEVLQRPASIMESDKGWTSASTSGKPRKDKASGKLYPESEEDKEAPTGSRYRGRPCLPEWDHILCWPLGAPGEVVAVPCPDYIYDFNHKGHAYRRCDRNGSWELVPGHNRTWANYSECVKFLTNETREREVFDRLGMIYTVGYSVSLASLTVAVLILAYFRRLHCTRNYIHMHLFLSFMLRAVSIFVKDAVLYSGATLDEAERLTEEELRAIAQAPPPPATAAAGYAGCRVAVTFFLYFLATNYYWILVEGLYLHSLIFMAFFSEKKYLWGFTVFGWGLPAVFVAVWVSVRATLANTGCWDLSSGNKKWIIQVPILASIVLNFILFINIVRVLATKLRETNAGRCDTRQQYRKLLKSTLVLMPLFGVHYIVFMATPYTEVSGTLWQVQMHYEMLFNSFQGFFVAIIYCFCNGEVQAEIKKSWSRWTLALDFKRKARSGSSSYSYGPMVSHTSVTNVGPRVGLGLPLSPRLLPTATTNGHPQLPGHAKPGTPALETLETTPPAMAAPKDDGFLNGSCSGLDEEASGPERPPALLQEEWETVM
#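 HEK-293-derived GP2 cells expressing PTHR1 and a GloSensor cAMP reporter, 3,000/well, plated overnight, given luciferin plus IBMX (each 0.5 mM as added) for 1 h at 37 °C, then compound for 1 h at 37 °C. Luminescence was read after 15 min at room temperature.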
# Abeta rescue: qHTS for compounds that reverse cellular toxicity of Amyloid beta (A-beta) peptide in yeast: Primary Screen | Potency, µM (top dose mostly 46.1 µM), for the others: top-dose growth rescue, hits mostly activators | yeast expressing A-beta42, growth rescue, OD600, 48 h; response scale: 0% DMSO, 100% iron-clioquinol control | AID 1347071, 2019 | 410,000 compounds, 0.063% hits; also: potency is read from the fitted curve at half-maximal effect; nearly all actives have a fitted effect of over 55% in size
#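 Yeast growth medium received pinned compounds, then yeast cells expressing toxic A-beta were added; plates incubated at 30 C for 48 hr. Growth read as absorbance at 600 nm, normalized to DMSO and equimolar FeCl3 plus clioquinol controls.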
# Numbers without * were called inactive; i = inactive; ? = inconclusive; / = no result given; [ ] = dose if it differs, or a comment. Unless noted, calls follow the shape of the dose curve; as a rule, active = well fitted curve in the direction sought with a large enough effect; inconclusive = small, poorly fitted or top-dose-only effect, or another doubt; inactive = no such curve, though single readings can be large; an effect the other way counts as inactive or inconclusive. This is a subset; count on the stated rates, not on these rows.
SMILES,Akt phos inh,TDP43 rescue,DRD3 antagonist,FUS yeast rescue,GLP1R inv ag,aSyn rescue,GLP1R ag,PTHR1 ag,Abeta rescue
COc1ccc(C2=NOC(Cn3nc(-c4ccccc4)cc3C(=O)NCc3cccc(Br)c3)C2)cc1 (configuration not stated),i,-4%,33,-7%,-9%,1%,-1%,-21%,-2%
COc1ccc(-n2nnnc2C2CCN(S(=O)(=O)c3ccc(C(C)(C)C)cc3)CC2)cc1,/,5%,/,-17%,4%,/,/,i,-4%
COc1c(OC(C)=O)ccc(/C=C/c2ccc3ccccc3n2)c1[N+](=O)[O-],i,-47%[inhibitor],-28,49%,1%,-23%,-18%,-37%[inhibitor][57.5 µM],-75%[inhibitor]
C[C@H](CO)N1C[C@H](C)[C@@H](CN(C)C(=O)Nc2ccc(C(F)(F)F)cc2)Oc2ccc(NC(=O)Nc3ccc4c(c3)OCO4)cc2C1=O,i,16%,7,?,-29%,-3%,-5%,i,5%
CCCn1ccc2c(OCC(=O)Nc3ccccc3C(=O)OCC)cccc2c1=O,/,?,/,11%,9%,/,/,i,-5%
Cc1cc2nccc(-c3ccco3)n2n1,i,0%,10,/,-1%,12%,-2%,i,7%
O=C(CN1C(=O)S/C(=C\c2ccccc2)C1=O)NC1CCS(=O)(=O)C1 (configuration not stated),i,-13%,4,-20%,15%,0%,6%,-1%,1%
COc1cccc(C(=O)Nc2cnc(NC(=O)c3ccco3)cc2C)c1,i,-7%,9,-13%,-3%,9%,0%,i,-1%
CNC(=S)NNc1nc(-c2ccccc2)c2cc(Cl)ccc2n1,i,13%,-11,39%,1%,-1%,9%,-2%,25%
CCC1=NN2C(=N)/C(=C\c3ccc(OCc4cc(=O)n5nc(CC)sc5n4)c(OC)c3)C(=O)N=C2S1,i,4%,-4,13%,19%,-6%,-5%,17%,-1%
CC(C)CN1CCC(C(=O)NCC2CCCO2)CC1 (configuration not stated),i,-9%,-29,?,2%,-3%,1%,-10%[57.5 µM],-23%
COc1cccc(NC(=O)CN(C)C(=O)c2ccc(-n3cncn3)c([N+](=O)[O-])c2)c1,i,-3%,-28,2%,0%,-10%,3%,-96%[inhibitor],-9%
COCCNC(=O)CCCn1c(=O)[nH]c2ccsc2c1=O,/,12%,/,-22%,12%,/,1%,-21%,-12%
CCOCCOC(=O)C1=C(C)NC(=O)NC1c1ccc2c(c1)OCO2 (configuration not stated),i,12%,6,-21%,10%,2%,6%,-32%[inhibitor],6%
Cc1cc(-c2nc3ncccc3o2)ccc1NC(=O)COc1ccc(C(C)(C)C)cc1,/,14%,/,7%,-1%,/,0%,-50%[inhibitor],-8%
O=C(CNC(=O)c1ccc2c(c1)OCCO2)N=Nc1c(O)[nH]c2ccccc12,i,-10%,1,16%,11%,4%,5%,i,-2%
Cc1cc(Br)c(NC(=O)C(C)Sc2nnnn2C)c(Br)c1 (configuration not stated),i,1%,18,/,1%,-2%,-6%,i,0%
CCCCn1c(=O)[nH]c(=O)c2c1nc(-c1ccc([N+](=O)[O-])cc1)n2CC,i,-5%,33,21%,75%[activator],5%,29%,-7%,-4%
NS(=O)(=O)c1cccc(NC(=O)COC(=O)/C=C/c2ccco2)c1,i,-21%,-15,12%,30%,-2%,3%,-18%,-11%
O=C(NN=C1CCCC1)c1ccccc1OCCOc1ccccc1,i,23%,12,-11%,11%,1%,0%,-12%,12%
C[C@@H](NC(=O)c1nc[nH]c1C(=O)N(C)Cc1ccccc1)c1ccccc1,i,25%,28,24%,15%,0%,-2%,i,-4%
Cc1ccc(-n2nc3c(=O)n(CC(=O)NCc4ccccc4)nc(C)c3c2C)cc1,i,21%,-5,-2%,5%,1%,-3%,i,10%
COCCN(Cc1nc(-c2ccc(C(F)(F)F)cc2)no1)C(C)C,i,-12%,2,-7%,?,-5%,15%,-27%,3%
CNC(=O)c1sccc1SCc1ccc(Cl)cc1Cl,i,21%,-19,11%,?,-28%,6%,-13%[57.5 µM],-37%[inhibitor]
CNC(=S)NNC(=O)c1cccn(Cc2ccccc2)c1=O,i,-1%[9.22 µM],21,1%,53%[activator],9%,4%,i,5%
Nc1cccc(CN2CCCC2)c1,i,-6%,-3,-4%,-5%,-2%,-2%,i,-18%
CC(C)(C)c1ccc(S(=O)(=O)NCCOCC(F)(F)C(F)F)cc1,/,-6%,-13,?,0%,19%,2%,i,21%
COc1cccc(/C=N/NC(=O)c2csc(-n3nc(C)cc3C(F)(F)F)n2)c1,i,-5%,11,16%,10%,-4%,-8%,-3%[57.5 µM],14%
C#CCOCCOCCOCCNc1nc(N2CCN(C(=O)[C@H]([C@@H](C)O)n3cc(CCCCN)nn3)CC2)nc(N2CCN(C(=O)[C@H](CCCCN)n3cc(CC(C)O)nn3)CC2)n1 (some centres not stated),i,-14%,-52*,5%,4%,-3%,-4%,-24%,-17%
COc1ccc(Cl)cc1N=Cc1c(O)c2ccccc2oc1=O,i,-14%,-13,-3%,0%,-2%,-2%,i,-1%
CC(=O)N1CCN(S(=O)(=O)c2ccc(C)c([N+](=O)[O-])c2)C1C(C)C (configuration not stated),i,-8%,14,11%,1%,-5%,-2%,i,-6%
O=C(COc1cc2oc(=O)c3c(c2cc1Cl)CCC3)NCCCN1CCCC1=O,i,1%,-10,16%,59%[activator],-1%,-4%,-3%,-15%
c1ccc(CCNCc2cccs2)nc1,i,?,-25,16%,-19%,-3%,3%,-16%,-1%
Cc1ccc(-c2cc(-c3nnc(SCC(=O)N(C)CCC#N)n3N)c3ccccc3n2)cc1,-115%*,2%,6,14%,8%,1%,6%,-9%,8%
CCOC(=O)N1CCN(CC(=O)Nc2ccc(C)c(Br)c2)CC1,i,25%,-2,14%,-8%,-4%,1%,-27%,4%
O=C(/C=C/c1ccc(OCCCF)cc1)N1CCOCC1,i,15%,1,-23%,5%,3%,-1%,-13%,-5%
CC1CCCCN1Cc1ccc(N(C)C)cc1 (configuration not stated),i,1%,13,-15%,-31%,-4%,0%,-9%[57.5 µM],-12%
CC1CCN(CC(=O)N2c3ccccc3CCc3ccccc32)CC1,i,1%,-64*,7%,0%,3%,7%,?,16%
CC(C(=O)Nc1ccccc1)C(=O)Nc1ccccc1,i,-4%,-23,-27%,3%,-20%,-6%,?,1%
Cc1ccc(S(=O)(=O)N2C(=O)CCC2C(=O)Nn2cnnc2)cc1 (configuration not stated),i,-19%,-20,17%,0%,-2%,-7%,i,1%
CCOC(=O)C1(Cc2ccccc2)CCN(Cc2cc(OC)c3c(c2)OCO3)CC1,i,-1%[0.397 µM],12,17%,?,3%,26%,-13%,11%
Cc1cc(C)nc(SCC(=O)Nc2nccs2)n1,i,-14%,1,-2%,18%,6%,11%,i,6%
CCCCc1ccc(S(=O)(=O)Nc2cc(C)on2)cc1,i,?,-25,-5%,13%,-5%,3%,?,-23%
Nn1c(SCc2cn3cc(Cl)ccc3n2)nnc1-c1ccncc1,i,22%,-1,5%,5%,1%,0%,-3%,-16%
Cc1csc(SCC(=O)NC(=O)c2ccccc2)n1,i,12%,4,-13%,15%,0%,10%,i,-3%
O=C(Nc1nccs1)c1cn(-c2ccccc2)nc1-c1ccccc1,i,5%,44,6%,?,-1%,-9%,-9%[57.5 µM],?
Cc1ccc(C(=O)Nc2ccc(N3CCN(C(=O)c4cccs4)CC3)cc2)c(Cl)c1,i,?,-5,-9%,?,-1%,8%,-33%[inhibitor],4%
CC(=O)Nc1ccc(S(=O)(=O)N2CCN(S(=O)(=O)c3ccc(NC(C)=O)cc3)CC2)cc1,i,-4%,0,-10%,4%,0%,7%,i,8%

# Quoted from the listing, three compounds:
SMILES,Akt phos inh,TDP43 rescue,DRD3 antagonist,FUS yeast rescue,GLP1R inv ag,aSyn rescue,GLP1R ag,PTHR1 ag,Abeta rescue
CC1CCCCN1Cc1ccc(N(C)C)cc1 (configuration not stated),i,1%,13,-15%,-31%,-4%,0%,-9%[57.5 µM],-12%
CC1CCN(CC(=O)N2c3ccccc3CCc3ccccc32)CC1,i,1%,-64*,7%,0%,3%,7%,?,16%
CC(C(=O)Nc1ccccc1)C(=O)Nc1ccccc1,i,-4%,-23,-27%,3%,-20%,-6%,?,1%

# (next part)
SMILES,Akt phos inh,TDP43 rescue,DRD3 antagonist,FUS yeast rescue,GLP1R inv ag,aSyn rescue,GLP1R ag,PTHR1 ag,Abeta rescue
CCOC(=O)N1CCN(C(=O)CSc2nnc(-c3cccs3)o2)CC1,i,15%,1,-10%,8%,1%,1%,-21%,2%
O=[N+]([O-])c1ccc(Oc2ncccn2)cc1,i,-11%,-15,1%,1%,-1%,5%,i,4%
O=C(NCc1ccc(OC(F)(F)F)cc1)C1CC(c2c(Cl)cccc2Cl)=NO1 (configuration not stated),i,0%,49,24%,5%,-1%,23%,-14%,2%
O=C(CCN1CCN(c2ccccc2)CC1)Nc1ccccc1,i,0%,?,-1%,-7%,0%,1%,-13%,-12%
Cn1cnnc1SCC(=O)NC(=O)NCc1ccccc1,i,-4%,-22,-5%,6%,-4%,-3%,-15%,7%
CCOC(=O)C(=O)C1=CN(Cc2ccccc2)C=C(C#N)C1,i,1%,-7,1%,-8%,-1%,6%,i,5%
